SIRT5 block – blocks human SIRT5 desuccinylation of peptide; 1.1% of 330,000 active; inhibition, % at 15 µM; Purified SirT5, succinyl-peptide AMC, trypsin-coupled fluorescence; in the data active = inhibition above about 15%
Target sequence (Q9NXA8 whole entry, looked up): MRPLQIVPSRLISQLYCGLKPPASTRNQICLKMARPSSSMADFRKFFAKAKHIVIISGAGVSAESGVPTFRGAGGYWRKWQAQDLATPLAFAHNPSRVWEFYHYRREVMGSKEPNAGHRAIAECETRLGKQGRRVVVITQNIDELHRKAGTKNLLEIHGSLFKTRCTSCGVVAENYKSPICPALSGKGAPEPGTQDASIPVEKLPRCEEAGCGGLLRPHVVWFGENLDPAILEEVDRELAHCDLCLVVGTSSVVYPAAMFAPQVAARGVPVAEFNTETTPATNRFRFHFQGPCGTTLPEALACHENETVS
C2C12 statin – protects C2C12 myotubes from simvastatin toxicity; rescue of ATP level, % at 7.49 µM; ATP luminescence, 48 h; scaled: DMSO 0, geranylgeraniol control 100; 0.78% of 330,000 active;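 active = mean ATP rescue above about 67%, or every replicate alone reaching that limit, limit read from the data, passing the limit was not always enough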;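 also: myotubes were challenged with 10 µM simvastatin during compound exposure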
Cneo AK release – causes C. neoformans cell lysis; AID 651654; 0.2% of 360,000 active; lysis activity, % at 15 µM; adenylate kinase release luminescence, 4 h; normalised: neutral wells 0, clomiphene wells 100;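 active = mean lysis activity across replicates of at least 80%, whatever share of replicates individually reach that level; inactive = mean lysis activity below 80%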
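Material: C. neoformans cells; Schedule: 4 h static compound exposure, 37 °C, read 1 h post-reagent; Measured by: adenylate kinase release luminescence; Read-out: signal increase indicating cell lysis; Controls: Clomiphene as positive lysis control.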
PGC1a acetyl inh – modulators of PGC1a acetylation; U2OS PGC1a acetylation, AlphaScreen anti-acetyl-lysine; with virally co-expressed GCN5 acetyltransferase; AID 651687; 0.17% of 350,000 active; inhibition, % at 15.6 µM;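 active = every replicate shows inhibition of at least 40%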;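 also: 0% = neutral control wells and 100% = positive control wells; some results beyond the cut were filed as inactive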
S100A4 inh HTS – inhibitors of human S100A4 binding to myosin IIA peptide; P26447; S100A4/TAMRA-MyoIIA peptide fluorescence polarization; inhibition, % at 10.7 µM; 0.14% of 360,000 active;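 active = mean inhibition of at least 70% across replicates, with every replicate also reaching that level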
Target sequence (P26447 whole entry, looked up): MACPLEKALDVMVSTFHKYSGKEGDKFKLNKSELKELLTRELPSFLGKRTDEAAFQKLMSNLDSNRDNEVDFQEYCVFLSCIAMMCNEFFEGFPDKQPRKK
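Material: S100A4 monomer protein / Buffer or medium: 50 mM HEPES pH 7.2, 10 mM CaCl2, 100 mM KCl / Times: 5 min incubation before reading / Benchmarks: neutral control DMSO, positive control TFP / Reagent: labelled myosin peptide probe, 5 nM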
ERAP1 HTS inh – inhibitors of human ERAP1 aminopeptidase | recombinant ERAP1, Leu-AMC fluorescence, 60 min | 0.15% of 340,000 active | AID 652197 | inhibition, % at 10.7 µM;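 active = mean replicate inhibition of at least 30%, or all replicates individually reaching that 30% level; inactive = mean below 30% and not every replicate reaching it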;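 also: 0% = neutral control wells and 100% = L-leucinethiol positive control wells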
LGR2 inh – inhibitors of bursicon-induced Drosophila LGR2 receptor cAMP signaling; HEK293 LGR2, CRE-luciferase, bursicon-stimulated, 4 h; 0.35% of 380,000 active; inhibition, % at 9.99 µM; AID 720647;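 active = drop in luminescence signal, shown as inhibition above about 50% in the replicate tests, limit read from the data, passing the limit was not always enough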;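 also: agonist challenge used bursicon conditioned medium at about half maximal strength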
XiGFP reactiv – activators of X-chromosome reactivation in mouse fibroblasts | activation, % at 7.58 µM | XiGFP mouse fibroblasts, % GFP-positive cells imaging, 3 d; cells co-treated with 5-aza-dC sensitizer; scaled so ellipticine positive control = 100% | 0.055% of 360,000 active;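 active = mean normalized replicate activation at least 10% and every replicate at or above 10%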;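 also: 0% = median of on-plate neutral control wells and 100% = ellipticine 6 µM median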
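Material: XiGFP fibroblasts, SV40-immortalized; Buffer or medium: DMEM containing 5-aza-dC; Compound dosing: single point; Times: 3 days compound exposure.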
The depositor's hits bear a star; . = not tested or not shown; & = joins results of further samples. A portion of the library; the hit share may differ from the screen's.

SMILES	SIRT5 block	C2C12 statin	Cneo AK release	PGC1a acetyl inh	S100A4 inh HTS	ERAP1 HTS inh	LGR2 inh	XiGFP reactiv
COc1ccc(OC(=O)N(C)C[C@@H]2OCc3cnnn3CCCC(=O)N([C@@H](C)CO)C[C@H]2C)cc1	-3&3&-3	5&-18&-3	-4	12&8&8	4&-20&-17	-1&-1	8&-2	0.2&0.2
Cc1cccc(-n2c(/C=C/c3ccc([N+](=O)[O-])o3)nc3ccccc3c2=O)c1	18*	.	0	.	-27	-4	32	0.3
CC12CN3CC(C)(CN(C1)P3(=O)Oc1ccccc1)C2=O (stereo unspecified)	2	17	0	7	2	2	.	.
CCc1ccc(CN2CCN(C(=O)Cc3ccccc3)CC2)cc1	-4	.	.	0	-1	-1	21	0.2
COC(=O)C1=C(c2ccc(S(C)(=O)=O)cc2)C[C@@H]2CC[C@H]1N2C(=O)NC1CC1	2	2	-5	.	-2	-3	0	0.1
CCNc1ccc(P(=S)(N(C)C)N(C)C)cc1	0	.	2	16	-1	2	-9	.
CC(CCc1ccccc1)NC(C)C(O)c1ccc(O)cc1 (stereo unspecified)	-5	8	-2	16	-11	-3	-6	0.0
OC(CN1CC=C(c2ccccc2)CC1)c1ccccc1 (stereo unspecified)	.	84*	-3	2	-1	-3	-16	0.2
Cc1cccc(S(=O)(=O)N2[C@@H]3c4ccc(-c5ccccc5)c(=O)n4C[C@H]2[C@H](CO)[C@H]3C(=O)O)c1	-7	-2	-11	.	2	-1	-1	0.1
Cc1cc(N2CCNC[C@H]2C)ccc1N1CCN[C@@H](C)C1	.	.	.	.	0	8	0	0.5
O=C1NC(=O)N(c2ccc3c(c2)OCO3)C(=O)/C1=C/c1ccc(N2CCCC2)o1	5	.	.	.	-22	9	-22	0.0
Cc1cc(OC(C)C(=O)NCc2ccncc2)c2c3c(c(=O)oc2c1)CCCC3 (stereo unspecified)	-5	1	0	-7	-2	0	-1	0.0
O=P(NS(=O)(=O)c1ccc(Cl)cc1)(Oc1ccccc1)Oc1ccccc1	.	44	5	-5	.	.	-12	.
C=CCC1(CCCCC)C(=O)NC(=S)NC1=O	0	.	.	.	-4	-1	-15	0.1
Cc1ccc(-n2c(O)c(/C=C/C=Nc3ccccc3)c(=O)[nH]c2=O)cc1	.	.	.	.	-5	1	-10	0.0
C[C@@H]1CN([C@H](C)CO)C(=O)CCCn2cc(nn2)CO[C@H]1CN(C)C(=O)Oc1ccc2ccccc2c1	-2&-4	4&12&8	11&-2&8	6&0&0	15&4	-4&0	0	0.3
CC1CCCCN1Cc1ccc(Cl)nc1 (stereo unspecified)	-2	.	.	.	-2	-2	18	0.0
O=c1[nH]c(O)c(Cc2ccc3c(c2)OCO3)c(=O)[nH]1	13	.	.	9	5	-3	-7	0.0
O=C(c1ccc(F)cc1)C(Cc1ccccc1)N1CCCCC1 (stereo unspecified)	.	.	.	1	2	0	-7	0.2
C/C=C/c1ccc(C2[C@@H]3CN(Cc4cocn4)C[C@H]2N3)cc1 (stereo partly specified)	-2	.	.	13	2	-2	4	0.2
O=c1[nH]c(O)c(C=Nc2cc(F)cc(F)c2)c(=O)[nH]1	-1	-7	-1	1	-1	1	11	0.0
COc1ccc(CC2c3cc(OC)c(OC)cc3CCN2C)cc1O (stereo unspecified)	3	3	-2	-10	-4	-2	-9	-0.1
O=c1[nH]c(O)c(C=NC2CCCCC2)c(=O)[nH]1	-1	.	.	.	-2	8	4	0.0
FC(F)(F)c1ccc(CNCCc2ccc3c(c2)OCO3)cc1	1	-2	5	3	-1	-2	10	0.0
O=C(Nc1ccc(F)cc1)c1c(O)c2c(n(Cc3ccccc3)c1=O)CCCC2	-2	.	.	.	-5	22	2	0.1
COc1ccc(CC(=O)N2C[C@H]3C[C@@H](C2)c2cccc(=O)n2C3)cc1	.	4	-1	5	40	.	.	.
CN(C)c1cccc(CN2CCN(c3ccccc3)CC2)c1	15*	-3	1	0	8	14	-11	0.4
O=C(COC(=O)Cc1ccccc1)Nc1ccc(F)cc1	-1	-1	2	6	1	-1	6	-0.1
O=C(Cc1ccccc1)N1CCCCN2[C@@H](CO)[C@@H](c3ccc(-c4ccccc4)cc3)[C@@H]2C1	1	.	4	6	-28	-1	12	0.2
CCc1ccccc1NC(=O)CN1CCN(C(=O)COc2ccccc2C#N)CC1	-10	-1	0	1	-10	-4	-11	0.2
CC(=O)N1CCC2(CC1)CC(=O)c1cc(OCC(=O)N3CCC4(CC3)OCCO4)ccc1O2	.	5	.	-10	0	0	-7	0.0
COc1cccc(C(c2nnnn2C2CCCCC2)N2CCC3(CC2)C(=O)NCN3c2ccccc2)c1OC (stereo unspecified)	-20	9	18	-72	-2	.	21	0.0
CC1C(c2cccs2)=[N+]([O-])C(C)(C(=O)c2ccc(F)cc2)N1O (stereo unspecified)	-3	45	0	1	3	0	-4	.
Cc1ccc(N2C(=O)NC(=O)/C(=C\c3cc(C)n(-c4ccc(C(=O)O)cc4)c3C)C2=O)cc1	-3	1	0	-4	-14	2	5	0.2
COOCC1(C(=O)OC)C[C@H](c2ccc(OC)cc2)N(Cc2ccccc2OC)[C@@H]1c1ccccc1C (stereo partly specified)	.	.	.	.	-4	-4	2	0.3
O=C(NCCN1CCC2(CC1)C(=O)NCN2c1ccccc1)c1ccc(Cl)c(Cl)c1	2	.	.	.	0	7	5	0.1
CC1=C2CCC3C(CCC4=CC(=O)CCC43C)C2CC1 (stereo unspecified)	-1	-1	-2	.	1	2	13	0.0
C[Se]C[C@@H](N)C(=O)O	0	2	-1	-5	0	0	-19	-0.2
O=C(O)C1C2c3ccccc3C(c3ccccc32)C1C(=O)Nc1ccccc1 (stereo unspecified)	-8	0	1	3	-1	8	31	0.1
CCN1CCN(c2ccc(N)cc2C)CC1	-6	.	.	-4	-7	5	-19	0.0
C/C=C/c1ccc(C2[C@@H]3CN(C(C)=O)C[C@H]2N3)cc1 (stereo partly specified)	-5&-5	.	.	10&-6	0&-6	-2&-3	15&18	0.1&0.1
Cc1cccc(-n2c(-c3ccccc3)nc3ccccc3c2=O)n1	2	2	-1	-11	4	0	15	0.0
O=C(c1ccc(Cl)cc1)C1CCCN(Cc2cccc3ncccc23)C1 (stereo unspecified)	0	-3	.	17	-3	-2	3	-0.2
Cc1ccc(NS(=O)(=O)c2ccc(OCC(=O)N3CCN(C)CC3)cc2)cc1	2	.	1	3	-1	2	27	0.0
Fc1cccc(CNCCc2c[nH]c3ccccc23)c1	-4	22	-4	1	-3	3	7	0.2
C=CCn1c(O)c(C(CC)=NCCN2CCN(C(=S)NC)CC2)c(=O)[nH]c1=O	2	.	.	.	5	-3	13	0.0
O=c1[nH]c2ccccc2n1C1CCN(C(CCc2ccccc2)c2nnnn2-c2ccc3c(c2)OCCO3)CC1 (stereo unspecified)	2	-31	2	33	-73	-10	92*	0.3
CCCC1CCCCC12C(=O)NC(=O)NC2=O (stereo unspecified)	1	.	.	-8	-3	-2	-5	0.5
Cc1cccc(OP(N)(=O)Oc2cccc(C)c2)c1	-7	.	.	.	-1	3	-1	-0.1
O=C(c1ccc(C(F)(F)F)cc1)C1CCCN(Cc2ccc(CO)o2)C1 (stereo unspecified)	-4	-3	4	-4	-5	.	-1	.
CCCN(CC1CC1)CC(O)c1ccccc1 (stereo unspecified)	1	0	-3	-2	-10	-2	-51	0.4
Cn1c(O)c(/C=N/N2CCOCC2)c(=O)n(-c2ccccc2)c1=S	-2	5	1	6	-64	.	.	0.0
Cc1cccc(OP(=O)(Nc2ccc(F)cc2)Oc2cccc(C)c2)c1	0	.	.	.	1	0	19	0.1
N#CC(C#N)=C(N)c1cccnc1	6	.	.	9	24	13	32	0.0
CC(OC(=O)c1cn(C)c2ccccc12)C(=O)N1CCCC1 (stereo unspecified)	-7	4	-1	3	-7	-2	11	0.2
CCOc1cc2c(cc1OCC)-n1cccc1C(c1cccc(F)c1)NC2 (stereo unspecified)	-2	16	-2	19	0	5	8	0.5
Cc1ccc(N2C(=O)NC(=O)/C(=C\c3cccn3C(C)(C)C)C2=O)cc1	1	.	.	.	1	2	3	0.3
O=C(Nc1nc(-c2ccccc2)c(-c2ccccc2)s1)c1ccc(S(=O)(=O)N(CCCl)CCCl)cc1	-2	3	3	13	-4	1	8	0.2
Cn1c(O)c(/C=C2\N=c3ccccc3=C2CCNC(=S)NC2CC2)c(=O)n(C)c1=O	2	.	.	.	-5	4	13	0.1
CCOc1ccc(-c2cc(C(=O)N3CCC4(CC3)OCCO4)c3ccccc3n2)cc1	-3	.	.	10	-8	-2	-43	-0.5
Clc1ccc(N2CCN(Cc3ccccc3Cl)CC2)cc1	3	8	-3	1	23	2	-5	.
CC1=NCCc2c1[nH]c1ccccc21	-1	0	1	-8	-18	0	9	.

Sorted by count of non-hydrogen atoms (falling): part of the list above.
SMILES	SIRT5 block	C2C12 statin	Cneo AK release	PGC1a acetyl inh	S100A4 inh HTS	ERAP1 HTS inh	LGR2 inh	XiGFP reactiv
O=c1[nH]c2ccccc2n1C1CCN(C(CCc2ccccc2)c2nnnn2-c2ccc3c(c2)OCCO3)CC1 (stereo unspecified)	2	-31	2	33	-73	-10	92*	0.3
C[C@@H]1CN([C@H](C)CO)C(=O)CCCn2cc(nn2)CO[C@H]1CN(C)C(=O)Oc1ccc2ccccc2c1	-2&-4	4&12&8	11&-2&8	6&0&0	15&4	-4&0	0	0.3
COc1ccc(OC(=O)N(C)C[C@@H]2OCc3cnnn3CCCC(=O)N([C@@H](C)CO)C[C@H]2C)cc1	-3&3&-3	5&-18&-3	-4	12&8&8	4&-20&-17	-1&-1	8&-2	0.2&0.2
CCOc1ccc(-c2cc(C(=O)N3CCC4(CC3)OCCO4)c3ccccc3n2)cc1	-3	.	.	10	-8	-2	-43	-0.5
O=C(Nc1ccc(F)cc1)c1c(O)c2c(n(Cc3ccccc3)c1=O)CCCC2	-2	.	.	.	-5	22	2	0.1
O=P(NS(=O)(=O)c1ccc(Cl)cc1)(Oc1ccccc1)Oc1ccccc1	.	44	5	-5	.	.	-12	.
Cc1cccc(OP(=O)(Nc2ccc(F)cc2)Oc2cccc(C)c2)c1	0	.	.	.	1	0	19	0.1
COc1ccc(CC(=O)N2C[C@H]3C[C@@H](C2)c2cccc(=O)n2C3)cc1	.	4	-1	5	40	.	.	.
FC(F)(F)c1ccc(CNCCc2ccc3c(c2)OCO3)cc1	1	-2	5	3	-1	-2	10	0.0
Clc1ccc(N2CCN(Cc3ccccc3Cl)CC2)cc1	3	8	-3	1	23	2	-5	.
Fc1cccc(CNCCc2c[nH]c3ccccc23)c1	-4	22	-4	1	-3	3	7	0.2
O=c1[nH]c(O)c(Cc2ccc3c(c2)OCO3)c(=O)[nH]1	13	.	.	9	5	-3	-7	0.0
CCCN(CC1CC1)CC(O)c1ccccc1 (stereo unspecified)	1	0	-3	-2	-10	-2	-51	0.4
CCN1CCN(c2ccc(N)cc2C)CC1	-6	.	.	-4	-7	5	-19	0.0
CC1=NCCc2c1[nH]c1ccccc21	-1	0	1	-8	-18	0	9	.
C[Se]C[C@@H](N)C(=O)O	0	2	-1	-5	0	0	-19	-0.2

Assay outcomes from PubChem BioAssay.
